# aSyn yeast inh – rescues yeast growth from alpha-synuclein toxicity. Yeast expressing alpha-synuclein, growth rescue, BacTiter-Glo, 24 h. Potency, µM (doses to about 46.1 µM), for the others: top-dose growth rescue (activation), usual class: activators. hit rate 0.14% among 370,000. AID 652106; note: potency is the fitted concentration of half-maximal effect; % of control where 0% means no effect; nearly all actives have a fitted effect of over 65% in size
#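 Screening used galactose-induced yeast with toxic alpha-synuclein levels, exposed to compound for 24 hr at 30 deg C. Cell growth, read with BacTiter-Glo luminescence, gave the measured signal.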
# PTHR1 agonist – activates the human parathyroid hormone receptor PTHR1. Q03431. HEK293 GP2 PTHR1 cells, GloSensor cAMP luminescence, 1 h. Potency, µM (titrated, usually from 115 µM), for the others: at the highest dose activation, most hits filed as activators. hit rate 0.075% among 410,000; note: potency is the fitted concentration of half-maximal effect; nearly all actives have a fitted effect of over 55% in size; some results filed as inactive show a strong effect at the top dose; inactives centre near -15; many of its hits are not listed in these tables
#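 HEK-293-derived GP2 cells expressing PTHR1 and a GloSensor cAMP reporter, 3,000/well, plated overnight, given luciferin plus IBMX (each 0.5 mM as added) for 1 h at 37 °C, then compound for 1 h at 37 °C. Luminescence was read after 15 min at room temperature.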
# DRD3 agonist – activates the human D3 dopamine receptor; P35462; hit rate 0.58% among 410,000; max activation, %; D3R DiscoveRx beta-arrestin cells, luminescence, 90 min; in the data active = max activation above about 30%; note: 0% is about no effect; mostly tested at two doses, the higher about 12 µM
# Target sequence (P35462 whole entry, looked up): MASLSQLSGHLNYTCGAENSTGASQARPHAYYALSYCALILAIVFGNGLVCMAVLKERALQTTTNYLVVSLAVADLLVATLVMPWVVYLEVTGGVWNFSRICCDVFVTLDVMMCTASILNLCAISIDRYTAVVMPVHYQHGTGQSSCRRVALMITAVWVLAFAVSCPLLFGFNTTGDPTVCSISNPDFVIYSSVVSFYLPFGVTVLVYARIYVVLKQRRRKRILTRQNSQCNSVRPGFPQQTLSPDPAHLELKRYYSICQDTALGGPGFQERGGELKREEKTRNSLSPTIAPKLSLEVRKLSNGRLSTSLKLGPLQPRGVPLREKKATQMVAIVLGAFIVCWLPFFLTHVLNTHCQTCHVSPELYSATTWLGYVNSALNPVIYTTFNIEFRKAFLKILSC
#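 Agonist mode: compounds and dopamine controls were applied to plated cells for 90 min at 37 degrees C after an overnight attachment at 1500 cells/well. Luminescent read-out followed 30 - 60 minutes at room temperature with DiscoveRx detection reagent.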
# D3 antag – D3 dopamine receptor (human) antagonism | P35462 | max response, negative = inhibition, % | D3R cells, DiscoveRx beta-arrestin luminescence, antagonist mode; active compounds read low | hit rate 2.5% among 360,000; in the data active = max response below about -50%; inconclusive = no clear call, values can overlap the other calls; note: % is set by controls: 0 for no effect and ±100 for the full control effect; mostly tested at two doses, the higher about 12 µM
#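 Cells expressing the human receptor were seeded at 1500 cells/well, incubated overnight at 37 degrees C in 5% CO2, then exposed to library compounds with dopamine controls for 90 minutes at 37 degrees C before luminescent detection.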
# GLP1R inv ag – GLP-1 receptor (human) inverse agonism | P43220 | HEK293 GLP-1R CRE-luciferase, luminescence, 24 h; GLP-1R form is constitutively active | Potency, µM (series often up to 38.3 µM), for the others: at the top dose activity change, negative = inhibition, actives largely listed as inhibitors | hit rate 1.6% among 410,000; note: potency is the fitted concentration of half-maximal effect; % is set by controls: 0 for no effect and ±100 for the full control effect; nearly all actives have a fitted effect of over 55% in size
# Target sequence (P43220 whole entry, looked up): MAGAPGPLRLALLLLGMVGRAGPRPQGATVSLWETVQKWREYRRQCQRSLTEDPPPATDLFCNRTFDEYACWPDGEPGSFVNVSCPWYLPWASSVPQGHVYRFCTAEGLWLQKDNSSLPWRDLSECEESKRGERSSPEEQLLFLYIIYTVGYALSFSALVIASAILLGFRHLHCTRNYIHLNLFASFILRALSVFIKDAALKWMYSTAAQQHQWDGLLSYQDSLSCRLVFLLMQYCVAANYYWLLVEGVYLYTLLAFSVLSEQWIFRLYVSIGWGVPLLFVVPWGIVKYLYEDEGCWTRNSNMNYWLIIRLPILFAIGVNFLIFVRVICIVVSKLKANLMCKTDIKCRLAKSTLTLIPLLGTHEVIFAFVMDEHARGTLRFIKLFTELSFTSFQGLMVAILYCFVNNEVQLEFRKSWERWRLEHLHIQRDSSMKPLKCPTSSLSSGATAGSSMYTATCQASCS
#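 HEK293 cells stably co-expressing a cAMP-responsive luciferase reporter and constitutively active GLP-1R were seeded, incubated 12 h, then exposed to compounds for 24 h at 37 C. Luminescence was read 12 min after detection reagent; inverse agonists lower signal.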
# KB-V1 cytotox – kills drug-selected multidrug resistant KB-V1 cells | KB-V1 MDR cells viability, CellTiter-Glo, 72 h | Potency, µM (highest dose often 46.1 µM), inactives show top-dose activity change, negative = cytotoxicity, most hits filed as cytotoxic | hit rate 3.4% among 400,000 | AID 1347076; note: potency is the fitted concentration of half-maximal effect; % is set by controls: 0 for no effect and ±100 for the full control effect; nearly all actives have a fitted effect of over 60% in size
#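 KB-V1, DMEM (no phenol red) + 10% FBS; cpd pin-transferred, titration series; 72 h, 37 degrees C; CellTiter-Glo, luminescence. Data normalized, curve-fit.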
# GLP1R ag – activates the human GLP-1 receptor | HEK293 GLP-1R CRE-luciferase, luminescence, 4-6 h; cells express a hypersensitive GLP-1R form | hit rate 0.007% among 380,000 | P43220 | AID 624172 | Potency, µM (top dose mostly 45.6 µM), for inactives: at the top dose activation, actives largely listed as activators; note: potency is the fitted concentration of half-maximal effect; % of control where 0% means no effect
# GLP1R cytotox – cytotoxicity counter-screen for GLP-1 receptor inverse agonists; HEK293 cAMP-luciferase reporter cells, luminescence, 24 h; Potency, µM (doses to about 38.3 µM), inactives show top-dose activity change, negative = inhibition, most hits filed as inhibitors; hit rate 0.13% among 410,000;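 note: loss of luciferase light is scored as toxicity; potency is the fitted concentration of half-maximal effect; % is set by controls: 0 for no effect and ±100 for the full control effect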
#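 To flag toxic compounds, the library was rerun on cells for 24 hr at 37 deg C and 5% CO2. Viability-linked luminescence was captured 12 min after adding luciferase detection reagent.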
# TDP43 rescue – rescues yeast growth from TDP-43 toxicity; TDP-43 expressing yeast growth rescue, BacTiter-Glo, 24 h; Potency, µM (series often up to 46.1 µM), for inactives: top-dose growth rescue (activation), actives largely listed as activators; hit rate 1.8% among 410,000; AID 652104; note: potency is the fitted concentration of half-maximal effect; % of control where 0% means no effect; nearly all actives have a fitted effect of over 50% in size
#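 Readout is BacTiter-Glo luminescence of cell growth, so inhibitors register as activators. TDP-43-expressing yeast at OD600=0.02 in galactose medium, after raffinose pregrowth to mid-log, were incubated with compound for 24 hr at 30 deg C.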
# Starred values were filed as active, the others as inactive; i = inactive; ? = inconclusive; nt = no result given; [ ] = another dose, or the depositor's remark. Unless noted, calls come from the whole dose curve; as a rule, active = well fitted curve in the direction sought with a large enough effect; inconclusive = small, poorly fitted or top-dose-only effect, or another doubt; inactive = no such curve, though single readings can be large; an effect the other way counts as inactive or inconclusive. An excerpt (hit frequency here may not be typical).
smiles	aSyn yeast inh	PTHR1 agonist	DRD3 agonist	D3 antag	GLP1R inv ag	KB-V1 cytotox	GLP1R ag	GLP1R cytotox	TDP43 rescue
Cc1ccc(N2C(=O)C(Cl)=C(N3CCN(C)CC3)C2=O)c(C)c1	-1%	-3%[57.5 µM]	-11	?	6%	7%	6%	8%	-4%
CC1CCCC(NC(=S)Nc2ccc(SC(F)F)cc2)C1C (stereo not given)	-14%	-100%[inhibitor]	4	23	?	23µM*	0%	-15%	?
CCOC(=O)C1CCN(c2c(NCCCN3CCN(Cc4ccccc4)CC3)c(=O)c2=O)CC1	-3%	i	-12	23	-2%	-20%	-12%	-12%	-20%
Cc1cc2nc(-c3ccc(NC(=O)c4ccc(OCC(C)C)cc4)cc3)oc2cc1C	nt	10%	-20	nt	4%	nt	nt	-8%	-5%
COc1cc(C(C)=O)ccc1Oc1ccc(S(=O)(=O)N2CCOCC2)cn1	-4%	?	-24	-28	9%	nt	2%	13%	-19%
CCc1sc(C(=O)NC(C)C2CCCO2)cc1Br (stereo not given)	-4%	i	-7	-6	-1%	-6%	16%	0%	?
CCn1nc2cc(C(=O)NCc3cc(C(F)(F)F)cc(C(F)(F)F)c3)ccc2c1OC	?	i	-3	2	-26%	?	5%	4%	7%
COc1ccc(S(=O)(=O)Cc2ccc(C(=O)N3CCN(c4ccc(Cl)cc4)CC3)o2)cc1	11%	-47%[inhibitor]	2	67	?	-10%	0%	7%	0%
CC1=C(C(=O)OCc2ccccc2)C(c2cccc(F)c2)NC(=O)N1 (stereo not given)	8%	-2%	30	66	-6%	-23%	3%	12%	5%
Cc1nc(C(=O)NNC(=O)c2cccc(Cl)c2)c(C(F)(F)F)o1	0%	i	-24	13	19%	?	1%	9%	5%
Cc1ccccc1C(=O)OCC(=O)Nc1cccc(S(=O)(=O)N2CCCCC2)c1	?	-52%[inhibitor]	3	21	?	0%	6%	-11%	1%
CC1C(O)=C(c2nc3ccccc3[nH]2)C(=N)N1c1ccccc1 (stereo not given)	-1%	18%[57.5 µM]	1	-13	0%	-17%	14%	?	-15%
CC(C)COC(=O)N1CCCCC1c1cc(C(=O)Nc2ccccc2)no1 (stereo not given)	1%	-40%[inhibitor]	-18	-14	?	-15%	11%	2%	?
COc1cccc(N2CCN(S(=O)(=O)c3cc4c(cc3Cl)NC(=O)CO4)CC2)c1	0%	-22%	-6	10	11%	2%	-7%	8%	-3%
Cc1cc(C)cc(NC(=O)CSc2nc3nc(C)cc(C)n3n2)c1	5%	-8%	3	-11	38%	18µM*	2%	3%	6%
COC(=O)CCNC(=O)CCc1ccc(S(=O)(=O)N2CCCCCC2)cc1	-8%[1.84 µM]	-1%	-4	-4	2%	?	-3%	9%	1%
O=C1CS(=O)(=O)C2(C(=O)N(Cc3ccc(F)cc3)c3ccccc32)N1c1cccc(C(F)(F)F)c1 (stereo not given)	6%	i	0	nt	-28%	-5%	-1%	8%	-24%
CCCCOc1cccc(C(=O)N(Cc2ccco2)C2CCS(=O)(=O)C2)c1 (stereo not given)	2%	-34%[inhibitor]	2	12	-17%	?	-5%	-14%	-12%
CCOC1=C2[C@H](c3ccccc3)N(S(=O)(=O)c3ccc(C)cc3)[C@H](C(C)C)[C@H]2n2c(=O)n(-c3ccccc3)c(=O)n2C1	10%	2%	-11	-55*	-11%	-4%	-4%	2%	-1%
O=C(c1cc2ccccc2oc1=O)N(Cc1ccc2c(c1)OCO2)Cc1ccco1	18%	i	1	-25	0%	?	7%	-1%	0%
COc1ccc(-c2noc(CCC(=O)NC3CCCCC3)n2)cc1	8%	-29%	3	19	-21%	-14%	0%	-13%	29%
Cc1cccc(CC(=O)N2CCN(C(=O)c3ccco3)CC2)c1	-3%	i	-17	15	1%	-12%	-1%	-10%	-7%
O=C(COC(=O)c1cnccn1)NCc1ccccc1Cl	1%	0%	2	15	5%	24%	8%	1%	0%
CCOC(=O)c1cc(Sc2ccccc2N)cc(C(=O)OCC)n1	4%	-7%	6	9	7%	-22%	9%	16%	-6%
CNC(=O)C1CCC(Cn2c(=O)c3sccc3n(CC(=O)Nc3ccc(C)c(F)c3)c2=O)CC1 (stereo not given)	nt	-26%	-2	nt	-25%	?	nt	-15%	18%
C/C(=N\NC(=O)c1c(C)nc2ccccn12)c1ccco1	-6%	i	4	8	6%	5%	6%	5%	-17%
COc1ccc(OC)c(S(=O)(=O)N2CCCCC2C(=O)N2CCN(c3ccccn3)CC2)c1 (stereo not given)	2%	i	2	20	20%	9.2µM*	8%	-6%	9%
COc1ccc(-n2c(CN3CCOCC3)nc3ccc([N+](=O)[O-])cc3c2=O)c(OC)c1	-7%	-16%	-4	-12	10%	-18%	1%	4%	-10%
COCCC1CCCCN1C(=O)c1cccc(OC2CCN(S(C)(=O)=O)CC2)c1 (stereo not given)	-1%	-7%	8	3	-4%	9%	-1%	12%	25%
Cc1cc(OCc2cn3cccnc3n2)ccc1Cl	-2%	i	-17	-6	11%	-4%	1%	28%	-4%

# Part of the list above, with two lines to a compound.
# Below each SMILES – aSyn yeast inh	PTHR1 agonist	DRD3 agonist	D3 antag	GLP1R inv ag	KB-V1 cytotox	GLP1R ag	GLP1R cytotox	TDP43 rescue
- CC1=C(C(=O)OCc2ccccc2)C(c2cccc(F)c2)NC(=O)N1 (stereo not given)
  8%	-2%	30	66	-6%	-23%	3%	12%	5%
- CCc1sc(C(=O)NC(C)C2CCCO2)cc1Br (stereo not given)
  -4%	i	-7	-6	-1%	-6%	16%	0%	?

# Carrying on.
smiles	aSyn yeast inh	PTHR1 agonist	DRD3 agonist	D3 antag	GLP1R inv ag	KB-V1 cytotox	GLP1R ag	GLP1R cytotox	TDP43 rescue
O=C(NC(Cc1ccccc1)C(=O)O)/C(=C\c1ccco1)NC(=O)c1ccc(Br)cc1 (stereo not given)	6%	-44%	4	0	-3%	0%	-16%	1%	-15%
S=C(NCC1CC1)N/N=C/c1ccccc1Cl	9%	-19%	-11	-17	?	-21%	13%	?	4%
O=C(c1ccc(Cl)cc1)N(Cc1ccco1)Cc1ccco1	nt	10%	3	nt	-30%	nt	nt	4%	?
Cc1cc(NC(=O)CCN2C(=O)C3C4C=CC(C4)C3C2=O)c2ccccc2n1 (stereo not given)	0%	i	-7	-10	-14%	-13%	1%	-2%	0%
CCCS(=O)(=O)c1c(S(=O)(=O)CCC)c2ccc(C(N)=O)cn2c1C(=O)c1ccc(F)cc1	4%	-9%	4	1	8%	17%	5%	3%	-2%[9.22 µM]
Cn1cccc1CC(=O)N/N=C/c1ccc(Cl)cc1	5%	i	5	1	3%	20%	2%	2%	-22%
CC(=O)NCc1ccc(C(=O)CCl)s1	-18%	-4%	-10	-22	108%[activator]	-20%	0%	8%	25%
Cc1nc2ncccn2c1-c1csc(Nc2ccc(S(N)(=O)=O)cc2)n1	3%	i	-4	24	3%	-4%	-5%	15%	-6%
CC1(C)C([N+](=O)[O-])C(c2ccccc2O)NC(c2ccccc2O)C1[N+](=O)[O-] (stereo not given)	0%	i	-14	-10	10µM*	?	6%	21%	4%
C[C@]12C(=O)N(c3cccc(Cl)c3)C(=O)N1[C@@H]1c3ccccc3OC[C@@H]1[C@H]2c1ccccc1	6%	-16%	-1	49	-9%	0%	-2%	1%	23%
CCOC(=O)CSC1=C(C#N)C(c2ccccc2OCC)C(C#N)C(=O)N1 (stereo not given)	7%	i	11	-13	-4%	2%	6%	?	5%
CCOC(=O)C1CCCN(Cc2cccc(Cl)c2)C1 (stereo not given)	-1%	-32%[inhibitor]	-57	-61*	0%	5%	5%	4%	-16%
CCOC(=O)c1ccccc1NC(=O)CSc1nc2c(sc(=S)n2CC)c(=O)[nH]1	-3%	-8%	0	-3	3%	13%	4%	3%	2%
Cc1cccc(C(=O)OC(C)C(=O)Nc2ccc(S(=O)(=O)Nc3ncccn3)cc2)c1C (stereo not given)	2%	i	0	16	-4%	5%	0%	6%	20%
CCOC(=O)c1sc(NC(=O)CSc2nnnn2-c2ccc(C)cc2)c(C(=O)OCC)c1C	0%	i	-2	-4	-8%	1%	-9%	-8%	-13%
O=C(Nc1nccs1)c1nc[nH]c1C(=O)N1CCc2ccccc2C1	-10%	i	-21	6	1%	3%	-3%	-28%	26%
CCN1CCN(c2nc(Nc3cccc(OC)c3)nc(N)c2[N+](=O)[O-])CC1	0%	-16%	0	-5	6%	6%	18%	?	11%
Cc1ccccc1S(=O)(=O)NCC[C@@H]1CC[C@@H](NC(=O)C2CCCC2)[C@@H](CO)O1	3%	-43%[inhibitor]	5	16	-4%	-2%	nt	-7%	32%
COc1ccc(C(=O)N2CCCC(C(=O)c3ccccc3OC)C2)cc1OC (stereo not given)	7%	-1%	2	7	75%[activator]	2%	32%	-3%	9%
O=C(CN1C(=O)CCc2cc(Br)ccc21)Nc1ccc(OC(F)(F)F)cc1	4%	-17%	1	nt	?	0%	0%	-17%	20%
COc1ccc(/C=C/C(=O)OCC(=O)NC2CC2)c(OC)c1	-2%	-30%[inhibitor]	-2	15	8%	24%	3%	1%	0%

# Part of the list above in a different format.
SMILES: CCN1CCN(c2nc(Nc3cccc(OC)c3)nc(N)c2[N+](=O)[O-])CC1
- aSyn yeast inh: 0%
- PTHR1 agonist: -16%
- DRD3 agonist: 0
- D3 antag: -5
- GLP1R inv ag: 6%
- KB-V1 cytotox: 6%
- GLP1R ag: 18%
- GLP1R cytotox: ?
- TDP43 rescue: 11%
SMILES: Cc1ccccc1S(=O)(=O)NCC[C@@H]1CC[C@@H](NC(=O)C2CCCC2)[C@@H](CO)O1
- aSyn yeast inh: 3%
- PTHR1 agonist: -43%[inhibitor]
- DRD3 agonist: 5
- D3 antag: 16
- GLP1R inv ag: -4%
- KB-V1 cytotox: -2%
- GLP1R ag: nt
- GLP1R cytotox: -7%
- TDP43 rescue: 32%
